Screening results from PubChem.
KCNK9 block = KCNK9 potassium channel inhibitors, primary screen, HEK293 cells, thallium flux | Potassium channel subfamily K member 9 (Homo sapiens), Q9NPC2 | FluxOR thallium flux fluorescence; stronger effect = lower value | B-score at 10 µM | 310,000 compounds, 1.2% hits | AID 488922, 2010;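 active = ratio B-score over 3 SD below the library mean, with starting fluorescence within 5 SD of its mean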;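 also: negative B-score means less thallium flux so channel inhibition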
TMEM16A act = TMEM16A chloride channel activators or potentiators, primary screen, cell-based, HTS | Anoctamin-1 (Mus musculus), Q8BHY3 | B-score at 10 µM | AID 623877, 2012 | 340,000 compounds, 0.3% hits | HEK293 TMEM16A/YFP-H148Q/I152L, iodide quench fluorescence; stronger effect = lower value;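 active = fluorescence-ratio B-score plate-corrected deviation score at least 3 library SD below zero, with starting fluorescence score within 5 deviations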;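 also: channel opened by trigger with iodide after compound preincubation; score built on the fluorescence ratio of max minus min over baseline; more negative score means more quench and so TMEM16A activation or potentiation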
RGS4 pot = RGS4 potentiators or activators, primary screen, cell-based, HEK293 M3R inducible RGS4, calcium flux. 310,000 compounds, 0.92% hits. carbachol calcium flux Fluo4; stronger effect = lower value. B-score at 10 µM;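 active = B-score of the integrated calcium signal more than 4 SD below the library mean, with starting fluorescence not abnormally high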;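 also: negative B-score means reduced calcium response which marks RGS4 activation or potentiation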
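System: HEK293 FlpIn-TREx cells, stable M3R, doxycycline-inducible RGS4. Timing: overnight RGS4 induction, 30 min dye load 37 °C, 20 min compound RT. Also added: carbachol, ECmax concentration. Measured by: Fluo4 fluorescence kinetic imaging of calcium. Evaluation: integrated calcium ratio converted to B score.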
SKKanGAS inh = S. pyogenes SKKanGAS growth inhibitors in kanamycin, primary screen, streptokinase expression inhibitor project, SKKanGAS strain, BacTiter-Glo luminescence; 6 h; inhibition, % at 7.5 µM; 300,000 compounds, 1.3% hits; AID 1662, 2009;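 active = mean replicate score, as percent of positive control median, at least 50; inconclusive = mean below 50 but one replicate at or above 50; inactive = mean and every replicate below 50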;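 also: strain carries kanamycin resistance gene driven by streptokinase promoter and grows in 40 µg/ml kanamycin; loss of luminescence reflects streptokinase promoter inhibition or plain growth inhibition; 0% = median of DMSO wells and 100% = positive control at its reference dose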
ANO1 block = TMEM16A chloride channel inhibitors, primary screen, cell-based, HTS; Anoctamin-1 (Mus musculus), Q8BHY3; normalized B-score (activity score, 25-100; higher = stronger inhibition) at 10 µM; 310,000 compounds, 1.2% hits; HEK293 TMEM16A/YFP iodide influx fluorescence, ionomycin; AID 588511, 2011;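 active = ratio plate-corrected score three or more library SD toward inhibition, starting fluorescence score within five deviations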;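 also: score derived from kinetic fluorescence span divided by baseline fluorescence per well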
KCNK3 inh = human KCNK3 channel inhibitors, primary screen, CHO cells, FluxOR thallium flux, B-score; Potassium channel subfamily K member 3 (Homo sapiens), O14649; FluxOR fluorescence; stronger effect = lower value; B-score at 10 µM; 340,000 compounds, 0.84% hits;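 active = B-score under library mean minus 4 SD, starting fluorescence ratio at most library mean plus 5 SD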;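 also: more negative B-score means stronger inhibition of thallium flux through KCNK3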
Target sequence (O14649 whole entry, looked up): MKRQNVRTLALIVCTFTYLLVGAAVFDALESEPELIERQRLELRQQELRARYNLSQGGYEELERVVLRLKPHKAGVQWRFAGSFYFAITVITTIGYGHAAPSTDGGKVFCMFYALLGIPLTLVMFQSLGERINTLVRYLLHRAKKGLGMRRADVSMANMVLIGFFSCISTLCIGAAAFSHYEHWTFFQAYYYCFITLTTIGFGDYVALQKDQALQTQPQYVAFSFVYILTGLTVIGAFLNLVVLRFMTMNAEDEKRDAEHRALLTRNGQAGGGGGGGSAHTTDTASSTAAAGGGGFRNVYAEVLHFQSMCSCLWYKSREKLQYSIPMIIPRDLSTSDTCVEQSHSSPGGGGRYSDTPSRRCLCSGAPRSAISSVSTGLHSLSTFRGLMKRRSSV
hERG protect = hERG rescue from dofetilide block, primary screen, cell-based, CHO-hERG, FluxOR thallium flux, dofetilide IC70; dofetilide IC70 present; activation (rescue from dofetilide block), less the hit threshold, % at 10 µM; 310,000 compounds, 0.51% hits;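 active = activation above the mean of controls blocked by dofetilide plus 5 SD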;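 also: thallium influx through hERG after potassium depolarization seen as dye fluorescence rise; in these data hits start at about 4.7%; inactives centre near -7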
KCNQ1 inh = inhibitors of human KCNQ1 channel, primary screen, cell-based, thallium flux, high-throughput. Potassium voltage-gated channel subfamily KQT member 1 (Homo sapiens), P51787. CHO-K1 KCNQ1, FluxOR thallium flux fluorescence; stronger effect = higher value. B-score at 10 µM. 310,000 compounds, 1.3% hits. AID 2642, 2010;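 active = compounds whose thallium flux B-score, printed positive for inhibition, exceeds three library SD while starting fluorescence stays within three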;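 also: channel opened by potassium depolarization with thallium stimulus after 20 min compound exposure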
RGS4 inh = RGS4 inhibitors, primary screen, cell-based, HEK293 M3R inducible RGS4, calcium flux; 310,000 compounds, 0.45% hits; Regulator of G-protein signaling 4 (Homo sapiens), P49798; Fluo-4 calcium flux; stronger effect = higher value; triggered by carbachol at its EC20; B-score at 10 µM;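 active = B-score, a plate-corrected calcium signal, over three deviations above library mean, with baseline fluorescence within five deviations of library mean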;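 also: RGS4 expression induced by doxycycline in cells with stable M3 receptor; B-score is computed from the integrated fluorescence ratio over baseline after carbachol; higher B-score means a larger calcium signal and so more RGS4 inhibition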
Target sequence (P49798 whole entry, looked up): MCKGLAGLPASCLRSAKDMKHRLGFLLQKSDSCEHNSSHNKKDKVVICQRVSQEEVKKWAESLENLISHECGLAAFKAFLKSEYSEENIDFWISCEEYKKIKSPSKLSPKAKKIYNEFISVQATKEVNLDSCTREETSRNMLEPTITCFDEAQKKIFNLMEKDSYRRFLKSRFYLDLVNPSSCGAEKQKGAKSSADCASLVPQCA
KCNQ1 act = potentiators or activators of KCNQ1 channel, primary screen, cell-based, thallium flux, high-throughput; CHO-K1 KCNQ1, thallium flux FluxOR fluorescence; stronger effect = higher value; B-score at 10 µM; 310,000 compounds, 0.35% hits;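 active = fluorescence ratio B-score, a plate-corrected score, at least three library SD, with initial intensity B-score within 5 SD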
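System: CHO-K1 cells stably expressing KCNQ1 / Medium: assay buffer for compound exposure, DMSO matched across wells / Reagent: thallium- and potassium-containing depolarizing buffer / Compound: one concentration, matched DMSO / Incubation: 20 min compound pretreatment at room temperature / Measured by: kinetic FluxOR fluorescence, 10 s baseline plus 110 s post-stimulus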
HDAC3 inh = HDAC3 deacetylase inhibitors, primary screen, biochemical, fluorescence, cell-free homogeneous. Histone deacetylase 3 (Homo sapiens), O15379. recombinant HDAC3, fluorogenic peptide/trypsin coupled. inhibition, % at 8.3 µM. 320,000 compounds, 0.15% hits. AID 2718, 2010; in the data active = inhibition above about 26%, passing the limit was not always enough; inconclusive = no clear call, values can overlap the other calls
Target sequence (O15379 whole entry, looked up): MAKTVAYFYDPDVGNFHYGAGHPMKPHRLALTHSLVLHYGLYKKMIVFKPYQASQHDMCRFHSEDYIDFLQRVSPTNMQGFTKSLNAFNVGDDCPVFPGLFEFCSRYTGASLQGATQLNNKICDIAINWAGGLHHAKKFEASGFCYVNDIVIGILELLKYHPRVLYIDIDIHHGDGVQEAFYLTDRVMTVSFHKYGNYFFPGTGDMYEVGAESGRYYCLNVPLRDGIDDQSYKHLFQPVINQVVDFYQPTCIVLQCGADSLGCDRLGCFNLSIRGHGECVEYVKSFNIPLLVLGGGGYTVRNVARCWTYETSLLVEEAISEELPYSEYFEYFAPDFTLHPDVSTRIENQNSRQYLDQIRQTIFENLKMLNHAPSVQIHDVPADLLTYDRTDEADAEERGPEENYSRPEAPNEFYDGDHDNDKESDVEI
Starred values were filed as active, the others as inactive. Hits appear at their usual frequency; any-hit rate near 6.3%.

What do the screens show for `Cc1ccc(NC(=O)CSc2ccc3nnc(CCNC(=O)c4ccccc4)n3n2)c(C)c1`?
KCNK9 block: inactive; TMEM16A act: inactive; RGS4 pot: inactive; SKKanGAS inh: 4; ANO1 block: inactive; KCNK3 inh: inactive; hERG protect: -11; KCNQ1 inh: inactive; RGS4 inh: inactive; KCNQ1 act: inactive; HDAC3 inh: -1

What do the screens show for `Cn1c(-c2ccc3c(c2)OCO3)cnc1NCc1ccccc1`?
KCNK9 block: inactive; TMEM16A act: inactive; RGS4 pot: inactive; SKKanGAS inh: 3; ANO1 block: inactive; KCNK3 inh: inactive; hERG protect: -22; KCNQ1 inh: inactive; RGS4 inh: inactive; KCNQ1 act: inactive; HDAC3 inh: 3

Results for CCN1CCN(c2ccc(NC(=O)c3cnccn3)cc2)CC1 ?
KCNK9 block: inactive; RGS4 pot: inactive; SKKanGAS inh: -28; ANO1 block: inactive; hERG protect: -8; KCNQ1 inh: inactive; RGS4 inh: inactive; KCNQ1 act: inactive; HDAC3 inh: 16

Results for O=C(CCc1ccccc1)NC1C2CC3CC(C2)CC1C3 (stereo not given) ?
KCNK9 block: inactive; TMEM16A act: inactive; RGS4 pot: inactive; SKKanGAS inh: 8; ANO1 block: inactive; KCNK3 inh: inactive; hERG protect: -8; KCNQ1 inh: inactive; RGS4 inh: inactive; KCNQ1 act: inactive; HDAC3 inh: -3

How did Cn1c(=S)[nH]c2c(c1=O)C(C)(C)Cc1ccccc1-2 do in these assays?
KCNK9 block: inactive; TMEM16A act: inactive; RGS4 pot: inactive; SKKanGAS inh: 6; ANO1 block: inactive; KCNK3 inh: inactive; hERG protect: 1; KCNQ1 inh: inactive; RGS4 inh: inactive; KCNQ1 act: inactive; HDAC3 inh: -8

How did O=S(=O)([O-])C/C(=C\c1ccc(Cl)cc1)c1cc[n+](CCO)cc1 do in these assays?
KCNK9 block: inactive; TMEM16A act: inactive; RGS4 pot: inactive; SKKanGAS inh: 4; ANO1 block: inactive; KCNK3 inh: inactive; hERG protect: -1; KCNQ1 inh: inactive; RGS4 inh: inactive; KCNQ1 act: inactive; HDAC3 inh: 2

What do the screens show for `CCc1ccccc1NC(=S)N(CCCN(C)C)Cc1cc2cc3c(cc2[nH]c1=O)OCO3`?
KCNK9 block: inactive; TMEM16A act: inactive; RGS4 pot: inactive; SKKanGAS inh: -16; ANO1 block: inactive; KCNK3 inh: inactive; hERG protect: -7; KCNQ1 inh: inactive; RGS4 inh: inactive; KCNQ1 act: inactive; HDAC3 inh: -2

What do the screens show for `Cc1cnc(-c2nnc(N(C)C(=O)C3CCOC3)s2)cn1` (stereo not given)?
KCNK9 block: inactive; TMEM16A act: inactive; RGS4 pot: inactive; SKKanGAS inh: -6; ANO1 block: inactive; KCNK3 inh: inactive; hERG protect: 0; KCNQ1 inh: inactive; RGS4 inh: inactive; KCNQ1 act: inactive; HDAC3 inh: 3

What do the screens show for `O=C(c1ccc(S(=O)(=O)N2CCCCCC2)cc1)N1CCCC(C(F)(F)F)C1` (stereo not given)?
KCNK9 block: inactive; TMEM16A act: inactive; RGS4 pot: inactive; SKKanGAS inh: -3; ANO1 block: inactive; KCNK3 inh: inactive; hERG protect: -10; KCNQ1 inh: inactive; RGS4 inh: inactive; KCNQ1 act: inactive; HDAC3 inh: -3

What do the screens show for `COc1ccccc1OCCOC(=O)Nc1ccccc1`?
KCNK9 block: inactive; TMEM16A act: inactive; RGS4 pot: inactive; SKKanGAS inh: 7; ANO1 block: inactive; KCNK3 inh: inactive; hERG protect: -8; KCNQ1 inh: inactive; RGS4 inh: inactive; KCNQ1 act: inactive

What do the screens show for `O=c1[nH]cnc2cc(Cl)ccc12`?
KCNK9 block: inactive; TMEM16A act: inactive; RGS4 pot: inactive; SKKanGAS inh: 2; ANO1 block: inactive; KCNK3 inh: inactive; hERG protect: -7; KCNQ1 inh: inactive; RGS4 inh: inactive; KCNQ1 act: inactive; HDAC3 inh: -5

What do the screens show for `COc1ccc2cc(C(=O)NCCO)sc(=O)c2c1OC`?
KCNK9 block: inactive; TMEM16A act: inactive; RGS4 pot: inactive; SKKanGAS inh: -10; ANO1 block: 25*; KCNK3 inh: inactive; hERG protect: -13; KCNQ1 inh: inactive; RGS4 inh: inactive; KCNQ1 act: inactive; HDAC3 inh: 5

Results for Cc1ccc(S(=O)(=O)N2CC=C(C(=O)NCCC(C)C)CC2)cc1 ?
KCNK9 block: inactive; TMEM16A act: inactive; RGS4 pot: inactive; SKKanGAS inh: 0; ANO1 block: inactive; KCNK3 inh: inactive; hERG protect: -5; KCNQ1 inh: inactive; RGS4 inh: inactive; KCNQ1 act: inactive; HDAC3 inh: 3

What do the screens show for `COCCOC(=O)c1cc(C(=O)c2cc(F)ccc2O)coc1=N`?
KCNK9 block: inactive; TMEM16A act: inactive; RGS4 pot: inactive; SKKanGAS inh: 4; ANO1 block: inactive; KCNK3 inh: inactive; hERG protect: -10; KCNQ1 inh: inactive; RGS4 inh: inactive; KCNQ1 act: inactive; HDAC3 inh: 0

How did COc1ccc2c(c1)C(C)CC(C)(C)N2C(=O)NC1CCCCC1 (stereo not given) do in these assays?
KCNK9 block: inactive; TMEM16A act: inactive; RGS4 pot: inactive; SKKanGAS inh: -18; ANO1 block: inactive; KCNK3 inh: inactive; hERG protect: -17; KCNQ1 inh: inactive; RGS4 inh: inactive; KCNQ1 act: inactive; HDAC3 inh: 5

How did COc1cc(NS(=O)(=O)c2ccc(N/C=C(\C=O)c3nc4ccccc4o3)cc2)nc(OC)n1 do in these assays?
KCNK9 block: inactive; TMEM16A act: inactive; RGS4 pot: inactive; SKKanGAS inh: 11; ANO1 block: inactive; KCNK3 inh: inactive; hERG protect: -9; KCNQ1 inh: inactive; RGS4 inh: inactive; KCNQ1 act: inactive; HDAC3 inh: 8

How did CCN(CC)C(=O)C1=C(C)Nc2ncnn2C1c1cccnc1 (stereo not given) do in these assays?
KCNK9 block: inactive; TMEM16A act: inactive; RGS4 pot: inactive; SKKanGAS inh: 8; ANO1 block: inactive; KCNK3 inh: inactive; hERG protect: -3; KCNQ1 inh: inactive; RGS4 inh: inactive; KCNQ1 act: inactive; HDAC3 inh: 0

What do the screens show for `O=C1C(Cl)=C(NC(=O)c2ccccc2)C(=O)C(Cl)=C1NC(=O)c1ccccc1`?
KCNK9 block: inactive; TMEM16A act: inactive; RGS4 pot: inactive; SKKanGAS inh: 11; ANO1 block: inactive; KCNK3 inh: inactive; hERG protect: -5; KCNQ1 inh: inactive; RGS4 inh: 7.3*; KCNQ1 act: inactive; HDAC3 inh: inconclusive

What do the screens show for `COc1ccccc1-c1nc(SCC(=O)O)n[nH]1`?
KCNK9 block: inactive; TMEM16A act: inactive; RGS4 pot: inactive; SKKanGAS inh: 1; ANO1 block: inactive; KCNK3 inh: inactive; hERG protect: -7; KCNQ1 inh: inactive; RGS4 inh: inactive; KCNQ1 act: inactive; HDAC3 inh: 0

What do the screens show for `Cc1cnc(NC(=O)C(C)N2C(=O)C3CC=CCC3C2=O)s1` (stereo not given)?
KCNK9 block: inactive; TMEM16A act: inactive; RGS4 pot: inactive; SKKanGAS inh: 3; ANO1 block: inactive; KCNK3 inh: inactive; hERG protect: -6; KCNQ1 inh: inactive; RGS4 inh: inactive; KCNQ1 act: inactive; HDAC3 inh: 0

How did COc1ccc(CCn2c(=S)[nH]c3ccc(N4CCOCC4)cc3c2=O)cc1OC do in these assays?
KCNK9 block: inactive; TMEM16A act: inactive; RGS4 pot: inactive; SKKanGAS inh: 44; ANO1 block: inactive; KCNK3 inh: inactive; hERG protect: -3; KCNQ1 inh: inactive; RGS4 inh: inactive; KCNQ1 act: inactive; HDAC3 inh: 2

How did O=[N+]([O-])c1ccc(SCCO)nc1SCCO do in these assays?
KCNK9 block: inactive; TMEM16A act: inactive; RGS4 pot: inactive; SKKanGAS inh: 4; ANO1 block: inactive; KCNK3 inh: inactive; hERG protect: -14; KCNQ1 inh: inactive; RGS4 inh: inactive; KCNQ1 act: inactive; HDAC3 inh: 8

How did Cc1cc(/C=C2/C(=N)N3C(=NC2=O)SN=C3S(C)(=O)=O)c(C)n1-c1ccccc1F do in these assays?
KCNK9 block: inactive; TMEM16A act: inactive; RGS4 pot: inactive; SKKanGAS inh: 56*; ANO1 block: inactive; KCNK3 inh: inactive; hERG protect: -17; KCNQ1 inh: inactive; RGS4 inh: inactive; KCNQ1 act: inactive; HDAC3 inh: 12

What do the screens show for `CCCn1c(C)nnc1SCC(=O)NC1CCCCC1`?
KCNK9 block: inactive; TMEM16A act: inactive; RGS4 pot: inactive; SKKanGAS inh: 20; ANO1 block: inactive; KCNK3 inh: inactive; hERG protect: -15; KCNQ1 inh: inactive; RGS4 inh: inactive; KCNQ1 act: inactive; HDAC3 inh: -3

What do the screens show for `NS(=O)(=O)c1ccc(NCc2cc(Cl)ccc2OCc2ccc(F)cc2)cc1`?
KCNK9 block: -13*; TMEM16A act: inactive; RGS4 pot: inactive; SKKanGAS inh: 14; ANO1 block: 25*; KCNK3 inh: inactive; hERG protect: -7; KCNQ1 inh: inactive; RGS4 inh: inactive; KCNQ1 act: inactive; HDAC3 inh: 8

What do the screens show for `C=CCOc1ccc(C2C(C#N)=C(N)N(Nc3ccccc3)C3=C2C(=O)CC(C)(C)C3)cc1OC` (stereo not given)?
KCNK9 block: inactive; TMEM16A act: inactive; RGS4 pot: inactive; SKKanGAS inh: 6; ANO1 block: inactive; KCNK3 inh: inactive; hERG protect: -6; KCNQ1 inh: inactive; RGS4 inh: inactive; KCNQ1 act: inactive; HDAC3 inh: 4
